# Screens: PubChem, several laboratories
# KLK5 inh – blocks human kallikrein 5 protease activity. Q9Y337. recombinant hK5, fluorogenic AMC substrate cleavage. inhibition, % at 5 µM. hit rate 0.59% among 210,000. AID 873;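 active = inhibition of 40% or more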;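 also: 0% = enzyme controls without compound and 100% = no-enzyme blanks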
# Rad51 HR inh – blocks human Rad51 in homologous recombination; Q06609; hRad51 DNA strand exchange, fluorescence dequenching; inhibition, % at 10 µM; hit rate 0.085% among 200,000; AID 1385;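 active = inhibition above 40% at the single screening dose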;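 also: 0% = DMSO control wells and 100% = blanks with heterologous ssDNA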
# Target sequence (Q06609 whole entry, looked up): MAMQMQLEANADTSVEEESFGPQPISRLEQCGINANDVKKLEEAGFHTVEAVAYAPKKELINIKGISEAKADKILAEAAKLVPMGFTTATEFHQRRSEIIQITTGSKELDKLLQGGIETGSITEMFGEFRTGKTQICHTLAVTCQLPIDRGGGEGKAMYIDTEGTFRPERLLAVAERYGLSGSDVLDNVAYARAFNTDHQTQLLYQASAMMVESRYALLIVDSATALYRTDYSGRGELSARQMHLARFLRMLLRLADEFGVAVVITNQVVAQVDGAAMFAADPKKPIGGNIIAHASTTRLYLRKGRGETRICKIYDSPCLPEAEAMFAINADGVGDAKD
#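 Material: human Rad51–ssDNA filaments; Probe or stimulus: labelled 47-mer dsDNA for strand exchange; Doses: single 10 µM dose; Incubation: 37 °C 15-min filament assembly, 30-min compound preincubation, 15-min exchange; Technique: FRET fluorescence dequenching, excitation 485 nm, emission 520 nm; Measure: Fluorescence-based percent inhibition, control- and blank-normalised; Benchmarks: plate control and blank wells.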
# FXIIa inh 1536 – inhibitors of human coagulation factor XIIa; P00748; purified FXIIa, Boc-QGR-AMC fluorogenic substrate, 2 h; inhibition, % at 5 µM; hit rate 0.3% among 220,000; in the data active = inhibition above about 40%;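 also: 0% = enzyme with no compound and 100% = blank without enzyme; many of its hits are not listed in these tables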
# Target sequence (P00748 20-372 limits assumed): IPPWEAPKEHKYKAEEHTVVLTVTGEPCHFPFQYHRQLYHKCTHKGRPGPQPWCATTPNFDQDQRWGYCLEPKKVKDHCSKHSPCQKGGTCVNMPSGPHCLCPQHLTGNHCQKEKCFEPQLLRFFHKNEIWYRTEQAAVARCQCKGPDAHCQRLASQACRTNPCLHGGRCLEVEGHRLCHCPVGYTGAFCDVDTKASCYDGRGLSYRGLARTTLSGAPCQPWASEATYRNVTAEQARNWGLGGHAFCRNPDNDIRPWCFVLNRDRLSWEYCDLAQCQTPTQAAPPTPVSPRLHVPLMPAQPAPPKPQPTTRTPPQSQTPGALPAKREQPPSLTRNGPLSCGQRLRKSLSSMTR
# Target sequence (P00748 373-615 limits assumed): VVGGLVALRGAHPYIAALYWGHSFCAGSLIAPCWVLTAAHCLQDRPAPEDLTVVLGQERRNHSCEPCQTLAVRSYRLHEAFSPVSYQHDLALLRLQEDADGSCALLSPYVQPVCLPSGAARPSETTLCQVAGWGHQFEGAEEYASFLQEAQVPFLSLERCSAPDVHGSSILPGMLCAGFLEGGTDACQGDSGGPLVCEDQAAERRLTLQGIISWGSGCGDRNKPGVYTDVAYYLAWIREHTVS
# FXIa inh 1536 – inhibitors of human coagulation factor XIa; P03951; inhibition, % at 5 µM; AID 798; purified FXIa, Boc-Glu-Ala-Arg-AMC fluorogenic substrate; hit rate 0.14% among 220,000;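 active = inhibition of at least 40%; inactive = inhibition below 40%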;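 also: fluorescence of freed AMC excited at 355 nm; 0% = enzyme without compound and 100% = no enzyme blank; many of its hits are not listed in these tables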
# MDM2 E3 inh – Mdm2 E3 ligase (human) inhibition; Q00987; cell-based MDM2 ubiquitination luciferase reporter, 2 h; 0 = plate control, 100 = twice control, blank-subtracted; AID 1230; hit rate 0.11% among 210,000; signal enhancement, % at 5 µM;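 active = signal enhancement of 30% or more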;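 also: luminescence tracks abundance of the self-degrading MDM2-luciferase fusion protein; higher signal means inhibition of MDM2 E3 ligase activity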
#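 Material: Stable MDM2–luciferase fusion reporter cells | Amount: 2000 cells seeded into each well | Dosing: One concentration, 5 µM, with 0.2% DMSO | Incubation: 4 h cell settling then 2 h compound exposure, 37 °C | Measured by: Luciferase luminescence | Read-out basis: % enhancement relative to plate controls after blank subtraction | Benchmarks: Control and blank well means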
# Wee1 degr inh – blocks degradation of human Wee1 kinase. AID 1321. hit rate 1.2% among 220,000. reporter increase, % at 5 µM. HeLa Luc-Wee1K328M stability, luciferase luminescence; 100% = proteasome inhibitor MG132 effect. P30291;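 active = activation above the mean of all tested compounds plus 3 SD, set per screening run, cut at about 8.8% in these data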;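 also: cells exposed to compound for 20 h before luminescence read; 0% = DMSO alone and 100% = MG132 at 30 µM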
# eIF4E 4G PPI – inhibitors of eIF4E and eIF4G interaction in translation initiation; inhibition, % at 21.7 µM; P63073+Q04637; hit rate 0.37% among 220,000; TR-FRET eIF4E-eIF4GI(517-606) binding, 2 h;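 active = inhibition above about 30%, limit read from the data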;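 also: 0% = full FRET control wells and 100% = background wells lacking eIF4GI fragment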
# 14-3-3 Bad PPI – disrupts binding of bovine 14-3-3 zeta to phospho-Bad peptide; inhibition, % at 21.7 µM; AID 781; TR-FRET 14-3-3zeta/Dy647-pBad peptide displacement, 1 h; P63103; hit rate 0.71% among 220,000;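 active = inhibition above about 70%, limit read from the data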;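 also: 0% = full 14-3-3 plus peptide FRET controls and 100% = background without 14-3-3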
# p97 ATPase inh – human p97 ATPase inhibition; hit rate 0.42% among 220,000; inhibition, % at 8 µM; recombinant p97 ATPase, Kinase-Glo ATP luminescence, 3 h; in the data active = inhibition above about 15%;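 also: 0% = DMSO vehicle and 100% = wells lacking enzyme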
# * = called active by the depositor; nt = no result given; [ ] = remark or other dose. This is a random part of the collection; any-hit rate near 3.5%.
SMILES,KLK5 inh,Rad51 HR inh,FXIIa inh 1536,FXIa inh 1536,MDM2 E3 inh,Wee1 degr inh,eIF4E 4G PPI,14-3-3 Bad PPI,p97 ATPase inh
Cc1cc2nc(-c3ccc(SCC(=O)N4CCN(C(=O)c5ccco5)CC4)nc3)[nH]c2cc1C,-58,-4,12,1,-16,1,-7,0[fluorescence artefact?],-9
O=C(Nc1ccccc1N1CCCC1)c1cccnc1Cl,1,-2,26,22,-19,-2,-3[fluorescence artefact?],-7[fluorescence artefact?],1
COc1ccc(CNC(=O)COC(=O)c2ccc(OCc3c(C)noc3C)cc2)cc1OC,-13,-8,-2,-4,-9,0,5,4[fluorescence artefact?],3
CCN(CC)S(=O)(=O)c1ccc(N2CCOCC2)c(NC(=S)NC(=O)c2ccco2)c1,2,9,6,3,-10,0,2,-3,3
COc1ccc(Cl)cc1N(CC(=O)N(C)C)S(=O)(=O)c1ccc(C)c([N+](=O)[O-])c1,-8,25,4,-4,2,-1,-5,-17,-1
COCCNC(=S)Nc1ccccc1[N+](=O)[O-],-46,1,13,-2,-9,-2,0,-5,3
CCCNC(=S)N1CCN(C)CC1,-9,nt,9,7,-1,-3,-2,-10,5
Cc1ccc(S(=O)(=O)NC(C(=O)N2CCOCCOCCOCC2)c2ccccc2)cc1 (stereo not drawn),0,-2,5,-2,-1,1,3,-5,0
COc1ccccc1-c1cc(C(F)(F)F)nc(N2CCN(c3ccccc3)CC2)n1,-2,4,15,2,12,0,-2,-5,-6
CC(C)CC(=O)NC(=S)NCCc1ccccc1,7,5,14,6,-2,-2,3,-1,5
Cn1cc(C(=O)c2cccc(Cl)c2Cl)cc1C(=O)O,-8,-6,8,6,2,6,-13[fluorescence artefact?],6,-1
O=C(Nc1nccs1)c1cc2sccc2n1Cc1ccc(F)cc1,-21,-5,-7,5,-13,-1,0[fluorescence artefact?],-4,4
Cc1ccc(Nc2cc(=O)oc3ccccc23)c(C)c1,8,2,2,-8,-13,2,-2,-2,1
Cn1c(=NC(=O)c2ccccc2[N+](=O)[O-])sc2cc(S(C)(=O)=O)ccc21,-13,4,8,11,-21,4,-1,-11,4
CN(C)/N=C/C=C1\CCC/C(=C\c2ccc(F)c(F)c2)C1=O,-29,nt,9,3,15,10*,1,-10,4
N#Cc1ccc(NC(=O)Nc2ccc(Cl)cc2)cc1,-1,-1,13,4,-18,2,-1,8,4
O=C(CCc1ccccc1)Nc1ccc(Cl)cn1,-2,1,12,3,-1,5,-3,8,0
Cn1nc([N+](=O)[O-])nc1Sc1nnnn1-c1ccc(C(=O)O)cc1,0,14,5,-3,-4,-1,-2,-6,6
CCOc1c(OC(C)=O)ccc(/C=C/c2ccc3cccc(OC)c3n2)c1[N+](=O)[O-],-9,nt,8,4,-2,1,5[fluorescence artefact?],4[fluorescence artefact?],-2
Cc1ccc(/C=N/N2CCN(Cc3ccc(Cl)cc3)CC2)o1,2,-3,14,6,-12,0,1,15,-4

# Overlap with the part before: two entries; new compounds follow.
SMILES,KLK5 inh,Rad51 HR inh,FXIIa inh 1536,FXIa inh 1536,MDM2 E3 inh,Wee1 degr inh,eIF4E 4G PPI,14-3-3 Bad PPI,p97 ATPase inh
CCOc1c(OC(C)=O)ccc(/C=C/c2ccc3cccc(OC)c3n2)c1[N+](=O)[O-],-9,nt,8,4,-2,1,5[fluorescence artefact?],4[fluorescence artefact?],-2
Cc1ccc(/C=N/N2CCN(Cc3ccc(Cl)cc3)CC2)o1,2,-3,14,6,-12,0,1,15,-4
Cc1cc([N+](=O)[O-])ccc1NC(=O)c1cccc(NC(=O)C(C)C)c1,-2,17,9,12,0,-1,1,-10,2
Cc1ccc(NC(=O)COC(=O)C2COc3ccccc3O2)cc1S(=O)(=O)N1CCOCC1 (stereo not drawn),-14,0,0,-8,7,-4,-1,-6[fluorescence artefact?],-3
CC(/C=C1\SC(=S)N(c2ccc(C(=O)O)cc2)C1=O)=C\c1ccccc1,8,nt,14,8,-7,-1,2,3,-10
CC(=O)N1CCN(c2ccc(Nc3ncnc4c3oc3ccccc34)cc2)CC1,5,9,7,-2,-12,0,1,70[fluorescence artefact?],-5
Cc1ccc(OCC(=O)Nc2ccc(CN3CCCCC3)cc2)c(C)c1,25,-11,31,27,-18,-1,0,3,-7
CCOC(=O)Cc1cnc(N)s1,0,-80,5,-3,-1,5,-4,-9,2
O=C(Nc1ccccc1F)Nc1ccccc1Br,-5,-2,1,-7,-17,2,-2,-2,4
O=C1CC(N(CCc2ccccc2)C(=S)Nc2ccccc2)C(=O)N1c1ccc(Br)cc1 (stereo not drawn),-5,2,11,0,-8,-3,-2,-6,2
CCCn1c(N)c(N2CCCCC2)c(=O)n(CC(=O)Nc2ccc(OC(F)(F)F)cc2)c1=O,3,-4,6,-1,-16,0,-1,4,0
COc1ccccc1NC(=O)CSc1nnc(COc2ccccc2OC)n1C,0,8,3,-3,0,-1,4,-8,2
O=C1N(Cc2cccc(Cl)c2)C[C@@H]2C[C@@H](c3cccc4cccnc34)N3CCC[C@@]123,nt,nt,1,-4,-10,-1,3,3,0
CCOc1ccc(S(=O)(=O)NCCC(=O)NCc2ccco2)cc1,7,-12,12,-7,-17,0,3,-8,2
CC(C)N(C(=O)/C=C/c1cccc([N+](=O)[O-])c1)C(C)C,18,-6,9,0,-3,-1,-1,-8,-1
S=C(NCc1ccc(Cl)cc1)NC1CCN(Cc2ccccc2)CC1,nt,nt,2,-7,-16,1,3,-4,-3
CCOc1nc(C)ccc1-c1noc(C)n1,-7,-3,17,9,-10,-2,-12[fluorescence artefact?],-1[fluorescence artefact?],4
Cc1ccc(N2C(=O)C3CCC(C)(C2=O)C3(C)C)cc1C (stereo not drawn),1,-4,7,-2,-5,-2,-3,13,-4
O=C1Nc2ccc(NS(=O)(=O)c3cccs3)c3cccc1c23,-22,nt,20,4,-20,-1,-5,-5,2
O=C(NCCc1ccncc1)Nc1ccccc1Cl,15,8,12,9,-3,0,-7[fluorescence artefact?],4,-1
COc1ccccc1CNc1ncnc2nc[nH]c12,-12,-5,8,-1,-17,7,4,0,2
Cc1sc2ncn(Cc3ccccc3F)c(=O)c2c1C,-6,-23,0,-6,-6,4,2,-2,6
CC1=NCCN1CCNC(=O)Nc1ccc(C(C)(C)C)cc1,-6,18,6,8,-8,15*,-5,-4,3
O=C(NCc1cccnc1)c1cc(S(=O)(=O)N2CCCCC2)ccc1Cl,0,-4,-10,-10,-1,-2,-6,10,5
Cc1cccc(CSCc2ccc(C(=O)NC3CCCC3)o2)c1,-9,-6,9,3,-12,2,1,-6,-4
CC(=O)c1cc(CN2CCN(CCC(C)C)C(CCO)C2)cs1 (stereo not drawn),0,nt,4,0,-4,-1,3,1,6
O=C(Cc1ccccc1[N+](=O)[O-])NCc1ccco1,10,nt,14,-1,-11,3,1,-6,4
CSCc1nnc(NC(=O)c2ccc(S(=O)(=O)N(C)C)cc2)o1,0,12,3,-4,-14,1,1,-15,5
Cc1cc(N/C(=N\S(=O)(=O)c2ccc(F)cc2F)c2ccccc2)no1,-4,nt,11,-4,-16,-2,3[fluorescence artefact?],-8,3
CCOC(=O)c1ccc(NC(=O)C(C)Sc2nc(O)c(-c3ccccc3)c(=O)[nH]2)cc1 (stereo not drawn),-17,7,6,-3,-2,2,-2,-7,1
CCOc1ccc2nc(NC(=O)NC3CCCCC3)sc2c1,-11,11,5,2,-19,-1,-9,9,-2
CC(C)C[C@H](NC(=O)c1nc[nH]c1C(=O)N1CCc2ccccc2C1)C(=O)OC(C)(C)C,-1,-1,1,0,2,nt,-3,-3,nt
O=C(O)CCn1cc(/C=C/C(=O)c2ccc(Cl)cc2)c(-c2cccc(Br)c2)n1,121*,-5,22,29,nt,0,-7,-2,-13
CC(=O)N1CCN(C(=S)c2ccc(-c3ccc(Cl)cc3)o2)CC1,1,-11,17,3,-4,3,-5[fluorescence artefact?],16,5
O=C1/C(=C/N(C(=O)c2ccco2)c2ccc(Cl)cc2)Sc2ccccc21,-6,-73,6,5,-55,9.4*,-5,-6,2
CCC(=O)NC1=C(C#N)C2(CCCC2)Cc2ccccc21,-10,1,13,-5,-12,6,-15,3,4
COc1ccc(NC2=CC(c3ccc(OC)cc3)N(c3ccc(OC)cc3)C2=O)cc1 (stereo not drawn),-2,9,7,-3,-32,2,0,-4,5
COc1cc(OC)cc(-c2cc3nc(C)c(CCC(=O)NCc4ccccc4)c(C)n3n2)c1,3,9,8,2,-6,0,-4,-1,0
COc1cc(C2NC(=O)NC(O)(C(F)(F)F)C2C(C)=O)cc(OC)c1OC (stereo not drawn),1,nt,10,3,8,1,-2,16,-5
CC(=O)Nc1nnc(SCc2ccc(F)cc2)s1,56*,3,11,1,-14,-3,-11[fluorescence artefact?],-7[fluorescence artefact?],3
COc1ccc(-c2nnc(SC)n2C)cc1,0,1,3,0,0,5,-4,1,1
CCc1cc(C(=O)Cc2ccc(F)cc2)c(O)cc1O,-5,0,9,6,-16,-2,7,-6,0
COC(=O)COc1cccc2c(=O)n(CC(=O)NCCc3ccc(OC)c(OC)c3)ccc12,-8,5,8,2,nt,-1,4,-2,6

# By substructure: those above with a nitro group on carbon (eight)
SMILES,KLK5 inh,Rad51 HR inh,FXIIa inh 1536,FXIa inh 1536,MDM2 E3 inh,Wee1 degr inh,eIF4E 4G PPI,14-3-3 Bad PPI,p97 ATPase inh
COc1ccc(Cl)cc1N(CC(=O)N(C)C)S(=O)(=O)c1ccc(C)c([N+](=O)[O-])c1,-8,25,4,-4,2,-1,-5,-17,-1
COCCNC(=S)Nc1ccccc1[N+](=O)[O-],-46,1,13,-2,-9,-2,0,-5,3
Cn1c(=NC(=O)c2ccccc2[N+](=O)[O-])sc2cc(S(C)(=O)=O)ccc21,-13,4,8,11,-21,4,-1,-11,4
Cn1nc([N+](=O)[O-])nc1Sc1nnnn1-c1ccc(C(=O)O)cc1,0,14,5,-3,-4,-1,-2,-6,6
CCOc1c(OC(C)=O)ccc(/C=C/c2ccc3cccc(OC)c3n2)c1[N+](=O)[O-],-9,nt,8,4,-2,1,5[fluorescence artefact?],4[fluorescence artefact?],-2
Cc1cc([N+](=O)[O-])ccc1NC(=O)c1cccc(NC(=O)C(C)C)c1,-2,17,9,12,0,-1,1,-10,2
CC(C)N(C(=O)/C=C/c1cccc([N+](=O)[O-])c1)C(C)C,18,-6,9,0,-3,-1,-1,-8,-1
O=C(Cc1ccccc1[N+](=O)[O-])NCc1ccco1,10,nt,14,-1,-11,3,1,-6,4
